Source: PubChem (National Center for Advancing Translational Sciences (NCATS))
Lipid storage S3: qHTS Assay for Lipid Storage Modulators in Drosophila S3 Cells. Drosophila S3 cells, BODIPY lipid droplet fluorescence, 18-24 h; cells fed with added oleic acid. Potency in µM for hits, for the others lipid storage change, negative = inhibition, % at the top dose, mostly 46.1 µM. 320,000 tested, 0.64% active. AID 2685; active = well fitted inhibition curve with a large enough effect in the signal ratio, with a control signal flat, not every such curve was filed as active; inconclusive = small, poorly fitted or top-dose-only effect, or effect the other way, or a change in a side signal; the % refers to the signal ratio
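Laser-scanning cytometry quantifies lipid droplet accumulation (500–530 nm total intensity; droplet/cell object ratio) in oleic acid-fed (400 uM added) Drosophila S3 cells treated with a concentration series. 20 uM Triacsin C defined 100% inhibition.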
Lipid storage S3 cell count max: second read-out of Lipid storage S3, no call of its own (marks repeat the call); cell number change, %; measured here: cell count max response;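 cells counted by Cell Tracker Red CMTPX staining in the red channel; peak over a dose series mostly up to 46.1 µM; percent activity relative to internal control wells on each plate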
Starred values were filed as active, the others as inactive; i = inactive; ? = inconclusive; · = not tested or not shown. % is set by controls: 0 for no effect and ±100 for the full control effect; potency is the fitted concentration of half-maximal effect.

The first 2 entries as a preview:
SMILES	Lipid storage S3	Lipid storage S3 cell count max
CCCCOC(=O)c1ccccc1N1C(=O)C2C3CCC(C3)C2C1=O (stereo not given)	3.3%	17.0
O=C(c1ccc(CSc2ccc(Cl)cc2)cc1)N1CCOCC1	?	·

Main list, repeating the preview:
SMILES	Lipid storage S3	Lipid storage S3 cell count max
CCCCOC(=O)c1ccccc1N1C(=O)C2C3CCC(C3)C2C1=O (stereo not given)	3.3%	17.0
O=C(c1ccc(CSc2ccc(Cl)cc2)cc1)N1CCOCC1	?	·
CCOc1cc(C=O)ccc1OCCn1c([N+](=O)[O-])cnc1C	?	·
CC1CCCN(S(=O)(=O)c2cccc([N+](=O)[O-])c2)C1 (stereo not given)	?	·
CC1CN(CCC(=O)Nc2ccccc2F)CC(C)O1 (stereo not given)	-27.9%	6.8
Cc1ccc2[nH]c3c(NCc4ccco4)ncnc3c2c1	?	·
CC(NC(=O)c1ccc(Br)o1)C1CC2CCC1C2 (stereo not given)	?	·
COc1ccc(/C=N/NS(=O)(=O)c2ccc(C)cc2)cc1OC(=O)c1ccc(C)cc1	i	1.5
Cc1cccc(NC2=CC(=O)CC(C)(C)C2)c1C	6.0%	1.6
CCn1c(SCC(=O)Nc2ccccc2C)nc2nc3c(cc2c1=O)COC(C)(C)C3	?	·
CCOc1ccc(-c2c(C(=O)N/N=C/C3CCCCC3)nnn2-c2nonc2N)cc1	?	·
CCN(CC(F)(F)C(F)F)S(=O)(=O)c1ccc(NC(=O)OC)cc1	17.4%	11.6
CC(C)c1ccc(S(=O)(=O)/N=C2\C=C(NS(=O)(=O)c3ccccc3)C(=O)c3ccccc32)cc1	?	·
Cc1cc(C)n2c(-c3ccccc3Cl)nnc2n1	0.3%	12.5
O=C(CC1SCCNC1=O)Nc1cccc([N+](=O)[O-])c1 (stereo not given)	-3.2%	22.4
O=C(Oc1cccc2cccnc12)c1cccc(-n2cnnn2)c1	1.3%	9.2
CC(=O)NC(Cc1c[nH]c2ccccc12)C(=O)O (stereo not given)	-18.7%	0.9
CCOc1cc(C2C(C(=O)OC(C)C)=C(C)NC3=C2C(=O)CCC3)cc([N+](=O)[O-])c1O (stereo not given)	-18.8%	6.4
Cc1ccsc1/C=C1/SC(N2CCOCC2)=NC1=O	19.0%	-2.3
COc1ccc(OC)c(NC(=O)CCN2CCN(Cc3ccccc3)CC2)c1	16.5%	-1.0
O=C(O)C(CCCCN1C(=O)c2ccccc2C1=O)N1C(=O)c2ccccc2C1=O (stereo not given)	29.1µM*	-7.4*
CC(Nc1cccc(F)c1)C(=O)Nc1ccc(S(N)(=O)=O)cc1 (stereo not given)	8.1%	-15.2
Cn1c(NC(=O)c2ccc(S(=O)(=O)N3CCCCC3)cc2)cc(=O)n(C)c1=O	9.2%	6.8
COc1ccc(Nc2nc(C(=O)NCc3ccco3)cs2)cc1	30.0%	11.7
CC(C)(C)c1nc2scc(-c3ccc(Cl)cc3)c2c(=O)o1	?	·
OCCN1CCN(C(=S)c2ccc(Cl)c(Cl)c2)CC1	?	·
Cc1ccccc1S(=O)(=O)c1c(C)cc(C)n(C(C)C)c1=O	?	·
COc1ccc(-n2nc(C(=O)NCC(=O)N3CC(C)CC(C)C3)c3ccccc3c2=O)cc1OC (stereo not given)	?	·
CC(C)c1ccc(CCNC(=O)CSC(=S)N2CCCC2)cc1	?	·
COCCCNCCCCSc1ccc(Cl)cc1	?	·
Cc1cc(NC(=O)c2ccc(Br)c(S(=O)(=O)N3CCCC3)c2)no1	-13.3%	·
COc1ccc(NS(=O)(=O)c2ccc(N3CCOCC3)c(NC(=O)c3cccc(F)c3)c2)cc1	-1.2%	0.6
O=C(CN1CCc2ccccc21)NC(=O)NC1CCCCC1	3.9%	-15.3
O=C(COc1ccc(Cl)cc1Br)Nc1ccncc1	?	·
CC(C)C(C(=O)C=[N+]=[N-])N1C(=O)c2ccccc2C1=O (stereo not given)	?	·
O=c1[nH][nH]cc1C=Nc1cc(Cl)ccc1O	?	·
CCC(=O)N1N=C(c2ccc(C)o2)CC1c1ccc(Br)cc1 (stereo not given)	0.8%	0.7
CCC(C(=O)NC1CCCC1)N(Cc1ccccc1Cl)C(=O)c1snc(C(N)=O)c1N (stereo not given)	0.581µM*	-3.0*
CCN(CC(=O)Nc1cc(Cl)ccc1C)c1ncnc2sc(C)c(C)c12	-8.9%	-13.4
O=C(CSc1n[nH]c(-c2cccs2)n1)N1CCCc2ccccc21	10.0%	2.1

Some of the entries above in a different format:
> COc1ccc(Nc2nc(C(=O)NCc3ccco3)cs2)cc1
  Lipid storage S3: 30.0%; Lipid storage S3 cell count max: 11.7

> CC(C)(C)c1nc2scc(-c3ccc(Cl)cc3)c2c(=O)o1
  Lipid storage S3: ?; Lipid storage S3 cell count max: ·

> OCCN1CCN(C(=S)c2ccc(Cl)c(Cl)c2)CC1
  Lipid storage S3: ?; Lipid storage S3 cell count max: ·

Next compounds
SMILES	Lipid storage S3	Lipid storage S3 cell count max
Cc1ccc(S(=O)(=O)N2CCC(N3CCCCCC3)CC2)cc1	8.7%	3.5
O=C(Nc1ccon1)c1csc2ccccc12	?	·
Cc1c(OCC(=O)NC(Cc2ccc(Cl)cc2)C(=O)O)ccc2c3c(c(=O)oc12)CCC3 (stereo not given)	?	·
O=C1C2C3C=CC(CC3)C2C(=O)N1c1cccc(C(F)(F)F)c1 (stereo not given)	i	-1.4
O=C(Nc1nc2ccccc2n1CCN1CCOCC1)c1ccccc1	i	·
COc1cccc(C=Nc2ccc3c(c2)CCC3)c1O	?	·
CCOC(=O)c1ccc(NCc2nc3ccccc3[nH]2)cc1	-13.0%	0.9
COc1ccc(NC(=O)C2CCC(=O)N2C(=O)OCc2ccccc2)cc1 (stereo not given)	?	·
Cc1cc(C)cc(C(=O)N/N=C/c2ccoc2)c1	?	·
Nc1ccccc1Sc1ccc(C(=O)c2ccccc2C(=O)O)cc1[N+](=O)[O-]	1.5%	·
NC(=O)CSc1nc2c(sc3ccccc32)c(=O)n1CCCC(=O)NCC1CCCO1 (stereo not given)	-0.8%	11.0
CCc1nnc(NC(=O)c2nc(S(=O)(=O)Cc3ccccc3)ncc2Cl)s1	?	·
Cc1ccc(Cn2c(C)c3cnn(CC(=O)NC4CCCC4)c(=O)c3c2C)cc1	-11.4%	3.5
COc1cc(/C(C)=N/NC(=O)Cc2c(C)[nH][nH]c2=O)ccc1O	4.5%	-21.4
COCCNC(=O)Cc1c(C)c2cc3c(cc2oc1=O)OC(C)(C)CC3	?	·
CCc1nnc(SCc2ccc(CSc3nnc(CC)n3N)cc2)n1N	?	·
CSc1nc(SCC(=O)NC(c2ccccc2)c2ccccc2)c2c3c(sc2n1)CN(C)CC3	i	8.0
Cc1ccccc1C(=O)N1CCN(c2ccc(NC(=O)c3ccccc3[N+](=O)[O-])cc2)CC1	5.0%	-0.5
CCOC(=O)c1[nH]c(C)c(C(=O)N(CC)CC)c1C	?	·
Cc1cc2oc(=O)cc(CN3CCN(S(=O)(=O)c4cccs4)CC3)c2cc1C(C)C	-1.5%	-0.3
CCc1nn(CC(=O)N2CCN(Cc3ccc4c(c3)OCO4)CC2)c(=O)c2cc3occc3n12	9.6%	-4.6
CCOC(CNC(=O)CN1C(=O)COc2ccc(S(=O)(=O)N3CCCC3)cc21)OCC	?	·
CCOc1ccccc1NC(=O)CSc1nc(=O)n(CCCN2CCOCC2)c2c1CCC2	?	·
COc1cc(C2C(C#N)=C(N)N(c3cccnc3)C3=C2C(=O)CC(C)(C)C3)ccc1O (stereo not given)	?	·
O=C(CC1C(=O)NCCN1Cc1ccc(-c2ccccc2)cc1)NC1CCC1 (stereo not given)	7.5%	11.9
CC(=O)NC1C(OC(=O)/C=C/c2ccccc2)OC(COC(C)=O)C(OC(C)=O)C1OC(C)=O (stereo not given)	?	·
N#Cc1c(-c2ccc(Cl)cc2Cl)nc2n(c1=O)CCS2	?	·
CCOc1ccccc1NC(=O)c1cnc(NS(=O)(=O)c2ccccc2)nc1	?	·
Cc1ccccc1-c1nc(C(=O)NCC2CCCO2)cc2c1[nH]c1ccccc12 (stereo not given)	?	·
CC[n+]1cc(-c2ccccc2)nc(N2CCOCC2)n1	?	·
CCOC(=O)CC1=CC(C)(CC(=O)OCC)C(C#N)(C#N)C(N)=C1C#N (stereo not given)	?	·
Cc1nn(-c2ccc(F)cc2)c(Cl)c1/C=C(\CC(=O)O)c1nc2ccccc2s1	-6.1%	-0.4
NC(=O)[C@H]1CC2(CC(c3cccc(NC(=O)c4ccccc4)c3)=NO2)CN1C(=O)[C@H]1CCC(=O)N1 (stereo not given in full)	-1.0%	33.4
CC(C)(C)C(=O)Cn1c(=N)n(Cc2ccccc2)c2ccccc21	?	·
CNC(=O)Nc1cccc(NC(=O)NC)n1	?	·
O=C1CCCN1CCC1CCCCN1Cc1nc(COc2ccccc2)no1 (stereo not given)	-0.4%	-3.5
c1cc2nnnn2nc1N1CCCCC1	?	·
CCCn1nnnc1SCC(=O)N1CCCc2ccccc21	i	·
O=C(NCc1ccccc1CN1CCCCC1)c1ccc(Cl)cc1N1CCCC1=O	4.5%	4.2
COc1cc2c(cc1OC)C(/C(C#N)=N\O)=NC(C)(C)C2	i	·
CC1CCc2c(sc(NC(=O)c3ccco3)c2C(=O)O)C1 (stereo not given)	?	·
CCCCn1c(N)c(N(Cc2ccccc2OC)C(=O)COc2ccc(F)cc2Cl)c(=O)[nH]c1=O	?	·
Cc1ccc(-c2noc(CCC(=O)N(C)c3ccccc3C)n2)cc1	?	·
CCOC(=O)c1cc(CO)cc(C(=O)OCC)c1	?	·
Brc1ccc(CSc2nnc(Cc3c[nH]c4ccccc34)o2)cc1	?	·
CCn1cc(C(=O)NN)c(=O)c2cc(F)c(NC3CCCCC3)cc21	?	·
CNC(=O)CC(CC(=O)c1ccccc1)c1ccccc1 (stereo not given)	4.2%	6.7
CCN(CC(=O)NCc1ccc(Cl)cc1)C(=O)c1ccc(S(=O)(=O)N(C)C)cc1	-5.8%	1.1
Cc1ccnc(SCC(=O)N2CCN(c3cccc(Cl)c3)CC2)n1	i	·
Cc1c2ccccc2nc2c(F)c(N(C)C)c(F)c(F)c12	-15.5%	-4.8

Looked up one by one from the list above, two records:
SMILES	Lipid storage S3	Lipid storage S3 cell count max
Cc1ccnc(SCC(=O)N2CCN(c3cccc(Cl)c3)CC2)n1	i	·
CCN(CC(=O)NCc1ccc(Cl)cc1)C(=O)c1ccc(S(=O)(=O)N(C)C)cc1	-5.8%	1.1

Going on with the list.
SMILES	Lipid storage S3	Lipid storage S3 cell count max
COc1ccc(CCC(=O)Nc2cccc(S(=O)(=O)N3CCCC3)c2)cc1OC	?	·
O=C(c1cccs1)N(c1ccc(Br)cc1)C1C=CS(=O)(=O)C1 (stereo not given)	3.0%	·
O=C1C2CCCN2c2ccc(S(=O)(=O)N3CCOCC3)cc2N1Cc1ccccc1F (stereo not given)	?	·
Nc1cc(=O)[nH]c(=O)n1CC1CC1	-3.7%	8.5
COC(=O)c1sc2nc(C)cc(C)c2c1N	16.6%	11.9
CC(=O)c1sc(NC(=O)C2=NN(c3ccccc3)C(=O)CC2)nc1C	?	·
CC(C)(C)c1cc2nc(N)nc(N)n2n1	3.0%	6.6
O=C(Nc1cc(Cl)cc(Cl)c1)C(NCCO)c1ccccc1 (stereo not given)	-0.3%	·
CCOc1ccccc1NC(=O)C1CCCCN1S(=O)(=O)c1ccccc1 (stereo not given)	?	·
CC(C)c1ccc(NC(=O)c2n[nH]c(=O)c3ccccc23)cc1	?	·
COc1ccccc1NC(=O)C(=O)NCc1ccccc1Cl	?	·
CCN(C(=O)COC(=O)CCc1ccccc1)c1ccccc1	-0.7%	4.2
COc1ccc(CCN(C)C(=O)c2cc(S(=O)(=O)N3CCCCCC3)ccc2OC)cc1OC	i	-14.5
COc1cccc(NC(=O)CN2CCN(c3nc(-c4cccc(OC)c4)cs3)CC2)c1	?	·
NC(=O)CC(NC(=O)c1ccccc1)c1ccc(NCc2ccc(F)c(F)c2)c([N+](=O)[O-])c1 (stereo not given)	?	·
CN(C)S(=O)(=O)Oc1cccc(C(=O)Nc2ccc(Cl)cc2)c1	?	·
COc1ccc(C(=O)NNC(=O)c2ccccc2[N+](=O)[O-])cc1[N+](=O)[O-]	i	-2.6
CCOC(=O)Cc1c(C)nc2c(-c3ccccc3)c(-c3ccccc3)[nH]n2c1=O	?	·
CCc1ccc(NC(=O)CN2C(=O)C(=O)N(Cc3ccccc3)C2=O)cc1	2.9%	·
CCOC(=O)C1=NN(c2ccccc2)C(=O)C1	-0.7%	17.9
Nn1c(SCC(=O)NCc2ccccc2)nncc1=O	7.2%	-7.3
O=[N+]([O-])c1cc2c(cc1/C=N/NS(=O)(=O)c1ccc(Br)cc1)OCO2	?	·
O=C(O)CC12CC3CC(C1)CC(n1ncc(NCc4ccccc4)c(Cl)c1=O)(C3)C2	?	·
COc1ccc(C)cc1NC(=O)Cn1cnc2sc(C)c(S(=O)(=O)N3CCOCC3)c2c1=O	?	·
CCC(CC)c1nnc(NC(=O)CCN2C(=O)c3ccccc3C2=O)s1	-13.7%	-24.0
Cc1ccc(-c2cc3ccccc3nc2N2CCCC2)cc1	?	·
CCOCCCNC(=O)Cc1ccc(-n2c(CC)nc3cccnc32)cc1	?	·
COc1ccc(-c2cc(C(=O)Oc3ccc([N+](=O)[O-])cc3)c3ccccc3n2)cc1	?	·
Cc1nn2c(=O)cc(CSc3ccccc3NC(=O)c3ccccc3)nc2s1	?	·
CC1CCCC(NC(=O)c2n[nH]c(=O)c3ccccc23)C1C (stereo not given)	?	·
CC1(C)CC(=O)C2=C(C1)N(CCN1CCOCC1)C1=C(C(=O)CC(C)(C)C1)C2c1ccc(Cl)cc1	?	·

The list is partial; count on the stated rates, not on these rows.
